OXTR ag = human OXTR agonists, primary screen, fluorescence, CHO-OTR cells, Fluo-8 calcium. AID 2435, 2010. Oxytocin receptor (Homo sapiens), P30559. 320,000 tested, 0.32% active. Fluo-8 calcium fluorescence; normalized: DMSO 0%, oxytocin 100%. activation, % at 3 µM;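 active = activation above the mean of all tested compounds plus 3 SD, cutoff set per screening run, cut at about 20% in these data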;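 also: peak over basal fluorescence ratio from a 100 s FLIPR kinetic read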
Target sequence (P30559 whole entry, looked up): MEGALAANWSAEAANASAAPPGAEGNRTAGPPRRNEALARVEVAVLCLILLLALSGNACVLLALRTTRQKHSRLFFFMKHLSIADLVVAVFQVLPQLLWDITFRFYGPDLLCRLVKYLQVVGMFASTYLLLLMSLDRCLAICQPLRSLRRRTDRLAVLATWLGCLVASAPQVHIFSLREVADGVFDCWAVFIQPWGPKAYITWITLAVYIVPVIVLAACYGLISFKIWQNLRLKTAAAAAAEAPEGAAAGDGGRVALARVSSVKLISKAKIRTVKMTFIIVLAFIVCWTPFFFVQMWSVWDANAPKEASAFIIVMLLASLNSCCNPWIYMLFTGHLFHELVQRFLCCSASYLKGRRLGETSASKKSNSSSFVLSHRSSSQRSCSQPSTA
Active calls of the source: *.

smiles	OXTR ag
COc1cc(/C=C/c2onc(C)c2[N+](=O)[O-])cc(OC)c1OC	0.9
COc1ccc(C(=O)OCc2nnc(-c3ccccc3)o2)cc1S(=O)(=O)N1CCOCC1	0.5
CCN(C(=O)CSc1nc(-c2ccccc2)cn1N)c1c(N)n(Cc2ccccc2)c(=O)[nH]c1=O	-0.1
CN(C(=O)COC(=O)Cc1ccc(Cl)cc1)C1CCCCC1	0.1
O=C(NCc1ccc2c(c1)OCO2)C(=O)Nc1cc2c3c(c1)CC(=O)N3CCC2	0.4
COc1ccc2c3n([n+]([O-])c2c1)CCN=C3c1ccc(Cl)cc1	0.2
O=C(c1ccco1)N1CCN(Cc2cc(=O)c(OCc3cccc(F)c3)co2)CC1	-0.5
COc1ccc(/C=C/C(=O)Nc2cccc(S(=O)(=O)NC3=NCCCCC3)c2)c(OC)c1	8.8
Cc1cc(C(=O)O)ccc1[N+](=O)[O-]	1.4
CC(C)(C)c1ccc(OCCCC(=O)NNC(=O)c2ccccc2O)cc1	10
COc1ccc(N2CCN(Cc3cc(=O)c(OCC(=O)NC4CCCC4)co3)CC2)cc1	-0.8
Cc1cc(C(=O)NCC(=O)OCC(=O)NCC2CCCO2)ccc1[N+](=O)[O-] (stereo not given)	2.2
COc1ccc(/C=C/C(=O)OCC(=O)c2c[nH]c3ccccc23)cc1	0.8
C/C=C/c1ccc(O)c(OC)c1	-1.4
COCCn1c(SCC(=O)Nc2c(C)n(C)n(-c3ccccc3)c2=O)nc2ccccc2c1=O	-0.8
C[C@H](CO)N1C[C@H](C)[C@@H](CN(C)Cc2ccc(Oc3ccccc3)cc2)Oc2c(NS(=O)(=O)c3cn(C)cn3)cccc2C1=O	1.2
COc1ccc(/[N+]([O-])=C/c2ccoc2)cc1	1.8
CC1CCCN(C(=O)COC(=O)CSc2ccc(C(N)=O)cc2[N+](=O)[O-])C1 (stereo not given)	-1.0
O=C(NCc1ccc(F)cc1)N1CCN(C(=O)c2ccccc2)CC1	-0.2
CC(C)NC(=O)c1ccc(NC(=O)CC2SC(N3CCCCC3)=NC2=O)cc1 (stereo not given)	0.5
COc1ccc([C@@H]2Sc3ccccc3NC(=O)[C@@H]2O)cc1	0.7
COc1ccc(NC(=O)COC(=O)c2ccc(-n3cnnn3)cc2)cc1Cl	3.6
COc1ccc(Cl)cc1S(=O)(=O)N1CCC(C(=O)NCc2ccccn2)CC1	-0.6
CC1Nc2ncnc(N3CCN(c4ccccc4)CC3)c2N(Cc2ccc(Cl)cc2)C1=O (stereo not given)	1.7
C=C[C@H](CC(C)C)N(Cc1ccccc1)S(=O)(=O)N(Cc1ccccc1)[C@@H](C=C)CC(C)C	1.3
COc1ccc2nc(SCC(=O)NC(C)c3ccccc3)[nH]c2c1 (stereo not given)	0.5
CCC1(CC)NC(=O)N(CC(=O)OCC(=O)Nc2ncc(Cl)cc2Cl)C1=O	0.7
CC(C(=O)Nc1ccc(F)cc1Cl)N1CCN(S(=O)(=O)c2cccs2)CC1 (stereo not given)	-2.3
Cc1cc(C)cc(NC(=O)COC(=O)COc2cccc3c2OC(C)(C)C3)c1	-2.0
CC1CCC(NC(=O)c2cc(Cl)nc3ccccc23)CC1 (stereo not given)	-0.9
CC(C)c1ccccc1OCCCCN1CCCCC1	1.2
Cc1cc(C)n2nc(C(=O)Nc3cc(S(=O)(=O)N4CCCCC4)ccc3C)nc2n1	0.9
Nn1c(SCC(=O)Nc2nccs2)nnc1-c1cccnc1	1.0
CC(=O)N=C1C=CC(=CN(O)C(C)(C)Cc2ccccc2)C=C1	1.6
Cc1ccc(C(=O)CCC(=O)NC2=NCCS2)cc1	0.7
CCC(Oc1ccccc1)C(=O)N(C)CC(=O)N(CC(C)C)c1c(N)n(CC(C)C)c(=O)[nH]c1=O (stereo not given)	-1.3
CC(OC(=O)c1ccc(CN2CCCC2=O)cc1)C(=O)Nc1ccc(Cl)cc1 (stereo not given)	4.9
Cc1cccc(-n2c(SCC(=O)c3c(N)n(C4CC4)c(=O)[nH]c3=O)nnc2N2CCOCC2)c1	0.7
O=C(COc1ccccc1)NCC(=O)N/N=C/c1cccs1	-0.6
COc1ccc(NS(=O)(=O)c2cc(N)ccc2N2CCCCC2)cc1	-1.9
CCOc1ccccc1NC(=O)C1CCCN1S(=O)(=O)c1ccccc1C(F)(F)F (stereo not given)	0.1
CC(=O)Nc1ccc(S(=O)(=O)NCCC(=O)N2CCC(Cc3ccccc3)CC2)cc1	3.1
CC(=O)c1ccc(S(=O)(=O)NC2CC(=O)N(c3ccc(C)cc3)C2)cc1 (stereo not given)	0.2
COc1ccc(Cl)cc1NC(=O)CN(C)C(=O)c1cccc2cccnc12	3.1
CC(=O)NCCc1c[nH]c2ccc(OCc3ccccc3)cc12	1.9
CCCCn1c(N)c(N(CC)C(=O)c2cc(CC)c(C)s2)c(=O)[nH]c1=O	-0.2
N#Cc1ccccc1OCC(=O)Nc1nnc(C2CC2)s1	0.4
O=C(Cc1ccccc1[N+](=O)[O-])NNC(=O)c1ccncc1	1.3
O=C(NCCc1ccccn1)c1c(-c2ccsc2)sc2ccccc12	-0.5
CC(C)N(Cc1ccccc1)C(=O)CN1c2cccc3cccc(c23)S1(=O)=O	0.3
COc1ccc(S(=O)(=O)N(C)C[C@H]2Oc3c(NC(=O)NC4CCCCC4)cccc3C(=O)N([C@H](C)CO)C[C@@H]2C)cc1	-0.4
Cc1ccc(C(=O)OCC(=O)NCCc2ccccc2)cc1S(=O)(=O)N1CCOCC1	-0.9
CCN(CC(=O)Nc1c(F)cccc1F)C(=O)c1ccc2ccccc2n1	-0.4
CN(C(=O)CCc1nc2ccccc2c(=O)[nH]1)C1CCS(=O)(=O)C1 (stereo not given)	0.4
O=C(NCCN1CCOCC1)c1ccc(S(=O)(=O)Nc2ccccc2)cc1	2.4
CCOC(=O)C1CCCN(C(=O)COc2ccc(S(=O)(=O)N3CCOCC3)cc2)C1 (stereo not given)	1.5
CN(c1ccccc1)S(=O)(=O)c1cc(C(=O)N2CCN(c3ncccn3)CC2)ccc1Cl	0.9
CCCCNC(=O)CN(Cc1ccco1)S(=O)(=O)c1ccc(C(C)=O)cc1	0.3
Cc1cccc(NC(=O)CSCC(=O)Nc2ccccc2N2CCCCC2)c1	-1.5
COc1ccc(OC)c(S(=O)(=O)N2CCN(C(=O)NC3CCCCC3)CC2)c1	-0.5

Further entries follow:
smiles	OXTR ag
COc1ccc(Cc2nnc(SCC(=O)NC3(C#N)CCCCC3)n2N)cc1	-0.7
Cc1c(Cl)cccc1NC(=S)NC(=O)c1cncc(Br)c1	-2.2
COCCn1c(C)cc(C(=O)COC(=O)CNC(=O)c2ccco2)c1C	0.8
O=C(CCNC(=O)c1ccccc1Cl)NCCC1=CCCCC1	0.1
CC(=O)c1cccc(NC(=O)NC2CC(=O)N(c3ccc4c(c3)OCCO4)C2)c1 (stereo not given)	-0.5
CN(c1ccccc1C(=O)Nc1ccc2ccccc2c1)S(C)(=O)=O	2.8
Cc1ccccc1Sc1ncccc1[N+](=O)[O-]	-3.1
CC(=O)c1c(C)[nH]c(C(=O)NNC(=O)c2ccc(C)cc2)c1C	1.1
Cc1cc(NC(=O)CN(C)CC(=O)Nc2ccc(Cl)c(C(F)(F)F)c2)no1	9.7
Cc1cc(C)c(NC(=O)CNC(=O)COC(=O)CN2C(=O)NC3(CCCC3)C2=O)c(C)c1	-0.9
NS(=O)(=O)c1cccc(NC(=O)CN2CCN(S(=O)(=O)c3ccc4c(c3)OCCO4)CC2)c1	0.9
Cc1ccc(S(=O)(=O)NCCC(=O)NCc2ccc(Cl)cc2)cc1C	0.3
C[C@@H]1CCCCCCCCC(=O)OCCN(C(=O)OC(C)(C)C)[C@H](C)CCCCCCCCC(=O)OCCN1C(=O)OC(C)(C)C	0.2
Cc1nnc(SCC(=O)Nc2cccnc2Cl)s1	0.1
Cn1cc(S(=O)(=O)NC2CCCCC2)c(=O)n(C)c1=O	-0.2

Look-ups from above:
`Cc1cc(C(=O)NCC(=O)OCC(=O)NCC2CCCO2)ccc1[N+](=O)[O-]` (stereo not given) in OXTR ag: 2.2
`Cc1cccc(-n2c(SCC(=O)c3c(N)n(C4CC4)c(=O)[nH]c3=O)nnc2N2CCOCC2)c1` in OXTR ag: 0.7

Remaining list, next part:
smiles	OXTR ag
Cc1ccc(S(=O)(=O)N(C)c2ccc(C(=O)NCC(c3ccco3)N(C)C)cc2)cc1 (stereo not given)	1.2
Cc1c(C(=O)N2CCN(c3ncccn3)CC2)oc2c(Cl)cccc12	-1.6
O=C(COC(=O)c1ccc(F)c(S(=O)(=O)N2CCOCC2)c1)NCc1ccc2c(c1)OCO2	1.9
COCCN(C(=O)C1=COCCO1)c1c(N)n(CC(C)C)c(=O)[nH]c1=O	0.3
O=C1C=C(c2cc(F)ccc2F)C[C@@H](c2ccc(Cl)cc2)C1	-2.0
CSCC[C@H](NC(=O)c1cccc(S(=O)(=O)N2CCCCCC2)c1)c1nc2ccccc2[nH]1	0.9
N[C@@H](Cc1ccccc1)C(=O)N1CCOCC1	-0.1
CCOC(=O)c1c(C)[nH]c(C(=O)COc2ccc3ccc(=O)oc3c2)c1C	1.8
CCCN1C(=O)CC(=O)N=C1SCC(=O)Nc1ccccc1F	1.0
O=C(COc1ccccc1F)NCCc1ccc2c(c1)OCCO2	-0.1
CCOc1ccc(NC(=S)NS(=O)(=O)c2cc(Br)ccc2OCC)cc1	0.0
COc1ccccc1NC(=O)c1cc(N)cc(C(=O)Nc2ccccc2OC)c1	-0.5
Cc1ccc(C)c(NC(=O)CN(C)C(=O)Cc2coc3cc(C)c(C)cc23)c1	-1.4
Cc1noc(C)c1NC(=O)N(C)C[C@H]1Oc2ccc(NC(=O)Nc3ccc4c(c3)OCO4)cc2C(=O)N([C@H](C)CO)C[C@@H]1C	1.8
Cc1ccc(-c2noc(COC(=O)c3ccco3)n2)cc1	-1.0

Sorted by formula weight (smallest number first): 7 of the compounds above
smiles	OXTR ag
CCCN1C(=O)CC(=O)N=C1SCC(=O)Nc1ccccc1F	1.0
COCCN(C(=O)C1=COCCO1)c1c(N)n(CC(C)C)c(=O)[nH]c1=O	0.3
CCOC(=O)c1c(C)[nH]c(C(=O)COc2ccc3ccc(=O)oc3c2)c1C	1.8
CCOc1ccc(NC(=S)NS(=O)(=O)c2cc(Br)ccc2OCC)cc1	0.0
O=C(COC(=O)c1ccc(F)c(S(=O)(=O)N2CCOCC2)c1)NCc1ccc2c(c1)OCO2	1.9
CSCC[C@H](NC(=O)c1cccc(S(=O)(=O)N2CCCCCC2)c1)c1nc2ccccc2[nH]1	0.9
Cc1noc(C)c1NC(=O)N(C)C[C@H]1Oc2ccc(NC(=O)Nc3ccc4c(c3)OCO4)cc2C(=O)N([C@H](C)CO)C[C@@H]1C	1.8

The results go on:
smiles	OXTR ag
Cc1cc(C)n(-c2ccc(C(=O)OCC(=O)Nc3ccc(S(N)(=O)=O)cc3)cc2)n1	0.9
CCN(C(=O)CSc1cccc[n+]1[O-])C1CCCCC1	1.9
COc1ccc(CC(=O)NCCS(=O)(=O)N2CCN(c3ccccc3)CC2)cc1OC	0.7
CCC(C)[C@H]1CNCCN1CCCc1cc(OC)c(OC)c(OC)c1 (stereo not given in full)	1.0
CN(C(=O)COn1nnc2ccc(S(=O)(=O)N3CCOCC3)cc21)c1ccccc1	-0.3
COc1ccc2cc(C=O)n(C)c2c1	0.4
O=C(NCC1CCCO1)c1ccc(NC(=O)c2cccc(Cl)c2)cc1 (stereo not given)	0.2
O=C(COC(=O)c1n[nH]c2ccccc12)NCCc1ccccc1	3.5
Cc1cc(C)n2nc(SCC(=O)N(C)C3CCCCC3)nc2n1	0.5
Cc1ccc(NC(=O)C(C)Sc2nnc3ccccn23)cc1 (stereo not given)	0.1
CCN(Cc1ccccc1)C(=O)c1ccc(N(C)S(=O)(=O)c2ccc(C)cc2)cc1	-1.9
COc1ccccc1NC(=S)NC(=O)Cc1ccccc1	4.5
CCN(CC(=O)Nc1c(F)cccc1F)C(=O)c1ccc(C)c(S(=O)(=O)N2CCCCC2)c1	-0.3
CCCCN(CCCC)CCC(O)c1cc2c(Cl)cc(Cl)cc2c2cc(C(F)(F)F)ccc12 (stereo not given)	0.5
O=C(/C=C/c1ccc(OC(F)F)cc1)OCC(=O)N1CCC(c2ccccc2)=N1	5.6
CCOc1ncccc1C(=O)OCC(=O)Nc1nnc(-c2ccccc2)o1	-1.0
CCCCCCC[C@@H](C/C=C/CCC(=O)N(C)C/C(=C/Cl)C/C(=C\C(=O)N1C[C@H](O)CC1=O)OC)OC	4.5
O=C(COC(=O)CNC(=O)C1CCCCC1)Nc1ccc(F)c([N+](=O)[O-])c1	2.1
CC[C@@]1(C(=O)OC)N[C@H](CN(C)C(=O)c2ccc(C(C)(C)C)cc2)[C@@H]2C(=O)N(Cc3ccccc3)C(=O)[C@@H]21	-1.4
NS(=O)(=O)c1ccc(CNC(=O)c2ccc(S(=O)(=O)NCc3ccco3)cc2)cc1	0.8
CC(=O)c1ccc(S(=O)(=O)Nc2ccc(Cl)c(S(=O)(=O)N3CCCC3)c2)cc1	2.0
CCCc1cc(=O)[nH]c(SCC(=O)NC2(C#N)CCCCC2)n1	0.4
O=C(CSc1ncccn1)NC(=O)Cc1ccccc1	-0.7
COc1cccc(-c2nn(-c3ccc(F)cc3)cc2C(=O)NCC2CCCO2)c1 (stereo not given)	-0.9
CCOc1ccc2ccccc2c1/C=N/NC(=O)c1c(C)cc(C)[nH]c1=O	-1.2
Cc1ccc(C(=O)NC(C)c2ccc(-n3ccnc3)cc2)cc1S(=O)(=O)N1CCOCC1 (stereo not given)	0.7
O=C(N/N=C/c1ccccc1)c1ccc(N2CCCC2=O)cc1	1.6
CC(Sc1nc(N)cc(=O)[nH]1)C(=O)NNC(=O)c1cccc(Cl)c1 (stereo not given)	-0.1
CCOc1cc(N2CCOCC2)c(OCC)cc1NC(=O)CSc1nc(N)cc(=O)[nH]1	0.7

From PubChem BioAssay

Not all compounds are listed; count on the stated rates, not on these rows.
